# Source: PubChem (National Center for Advancing Translational Sciences (NCATS))
# CBFb RUNX1 block = CBF-beta/RUNX1 interaction disruption; Q01196+Q13951; AlphaScreen CBFb-His/RUNX1-biotin binding, biochemical; Potency, µM (highest dose often 59.8 µM), for the others: top-dose activity, negative = inhibition, most hits filed as inhibitors; 230,000 tested, under 10 active; AID 1477; further: % of control where 0% means no effect
# Target sequence (Q01196 whole entry, looked up): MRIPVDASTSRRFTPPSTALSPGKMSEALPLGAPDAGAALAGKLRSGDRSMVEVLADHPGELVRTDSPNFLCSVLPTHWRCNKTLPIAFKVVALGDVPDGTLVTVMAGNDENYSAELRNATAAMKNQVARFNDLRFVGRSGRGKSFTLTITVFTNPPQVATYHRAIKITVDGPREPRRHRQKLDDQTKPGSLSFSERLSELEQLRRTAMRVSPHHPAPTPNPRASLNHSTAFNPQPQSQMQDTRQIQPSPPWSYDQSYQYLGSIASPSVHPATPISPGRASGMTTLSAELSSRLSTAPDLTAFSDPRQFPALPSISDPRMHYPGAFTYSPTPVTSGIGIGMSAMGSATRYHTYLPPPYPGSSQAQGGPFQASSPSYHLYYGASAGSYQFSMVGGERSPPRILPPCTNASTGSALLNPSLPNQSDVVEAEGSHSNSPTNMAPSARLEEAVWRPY
# Target sequence (Q13951 whole entry, looked up): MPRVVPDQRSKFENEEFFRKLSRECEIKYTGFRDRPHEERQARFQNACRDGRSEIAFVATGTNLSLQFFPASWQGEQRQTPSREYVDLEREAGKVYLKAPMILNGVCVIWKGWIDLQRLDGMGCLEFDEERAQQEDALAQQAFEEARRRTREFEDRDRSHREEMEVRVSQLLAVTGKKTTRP
#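 His-tagged CBF-beta and biotinylated RUNX1 (30 nM each) were premixed 20 min at room temperature, exposed to compound for 15 min, then given nickel-chelate and streptavidin AlphaScreen beads (50 ng each). After 90 min, AlphaScreen signal was read.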
# Luc counter = blocks Kinase-Glo luciferase, a counter-screen artifact; Q27757; Kinase-Glo luciferase, ATP luminescence, 8 min; Potency, µM (doses to about 38.3 µM), without a hit: at the top dose activity change, negative = inhibition, actives largely listed as inhibitors; 0.28% of 200,000 active; AID 1379; further: potency means the concentration at half of the fitted maximal effect; on the % scale 0 is the no-effect control and ±100 the full control effect; nearly all actives have a fitted effect of over 60% in size
#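 Luminescence was the read-out, taken after 8-minute incubation at ambient temperature. Luciferase turned over luciferin with 10 uM ATP in imidazole pH 7.2 buffer containing KCl, MgCl2, Tween 20 and BSA.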
# aGal spleen mod = inhibitors or activators of human alpha-galactosidase in spleen homogenate; P06280; human spleen homogenate, 4MU-alpha-Gal fluorescence, 40 min; Potency, µM (highest dose often 80 µM), for inactives: top-dose activity change, negative = inhibition, usual class: inhibitors; 0.008% of 240,000 active;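 further: potency means the concentration at half of the fitted maximal effect; 0% = enzyme with vehicle and -100% = no enzyme basal signal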
#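 Spleen homogenate 1 ug + cpd (titration) + 4-MU-alpha-D-galactopyranoside 1 mM; 37C 40 min; 50 mM citrate/phosphate pH 5.0, 0.01% Tween-20; stop pH 10; fluorescence 365/440; AC50 via Hill.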
# IMPase Li cell = membrane-permeable IMPase blocker, potentiated with lithium. 0.35% of 210,000 active. CHO-M1 cells, IP1 TR-FRET (IP-One), carbachol + lithium. Potency, µM (doses to about 59.4 µM), for inactives: at the top dose activity, negative = IMPase inhibition, most hits filed as inhibitors;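 further: IP1 builds up when IMPase is blocked and the TR-FRET signal falls; potency means the concentration at half of the fitted maximal effect; plate controls were basal vehicle for no effect and high inhibitor control for full effect; nearly all actives have a fitted effect of over 50% in size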
#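 CHO cells stably expressing M1 receptor (2000/well, cultured 16–30 h) treated 30 min at 37C with compound plus low lithium. Cytosolic IP1 by TR-FRET (665/620 ratio and 620 channel) after 10 min lysis; AC50 by Hill fit.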
# LMNA splice mod = changes lamin A minigene splicing in HeLa cells | Potency, µM (top dose mostly 46.1 µM), inactives show top-dose ratio change, negative = inhibition, usual class: inhibitors | 0.01% of 200,000 active | HeLa LMNA splicing GFP/RFP minigene ratio, 48 h; active means well fitted inhibition curve with a large enough effect in the signal ratio, with a control signal flat, not every such curve was filed as active; inconclusive means small, poorly fitted or top-dose-only effect, or effect the other way, or a change in a side signal; the % refers to the signal ratio; further: potency means the concentration at half of the fitted maximal effect; on the % scale 0 is the no-effect control and ±100 the full control effect
#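 Read-out is the ratio of GFP to DsRed2 object intensity, acquired by 488 nm laser-scanning cytometry on HeLa lamin A-EGFP minigene reporter cells. Compound incubation 48 hrs at 37 °C in Opti-MEM with 2% FBS; DMSO 0.5% final.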
# NPSR antag = blocks cAMP signaling of the human neuropeptide S receptor. CHO-NPSR cells, cAMP TR-FRET, antagonist mode. 1% of 220,000 active. Potency, µM (highest dose often 38.3 µM), inactives show at the top dose activity change, negative = inhibition, actives largely listed as inhibitors. AID 1461; further: potency means the concentration at half of the fitted maximal effect; on the % scale 0 is the no-effect control and ±100 the full control effect; nearly all actives have a fitted effect of over 50% in size; many of its hits are not listed in these tables
# Epigenetic reg = regulators of epigenetic silencing causing reporter derepression in mouse cells; murine LDR cells, GFP reporter derepression, 30 h; Potency, µM (series often up to 53.9 µM), for the others: at the highest dose GFP activation, usual class: activators; 0.2% of 280,000 active; AID 1865; further: potency means the concentration at half of the fitted maximal effect; % of control where 0% means no effect; nearly all actives have a fitted effect of over 60% in size
#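 Derepression of a silenced CMV-GFP reporter in murine LDR cells is scored by enumerating GFP-positive cells with a laser-scanning microplate cytometer after 30 hours of treatment at 37 C.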
# Active calls of the source: *; ? = inconclusive; · = no result given; & = joins results of further samples; [ ] = another dose, or the depositor's remark. Unless noted, the call rests on the fitted dose curve; in most records, active means well fitted curve in the direction sought with a large enough effect; inconclusive means small, poorly fitted or top-dose-only effect, or another doubt; inactive means no such curve, though single readings can be large; an effect the other way counts as inactive or inconclusive.
SMILES,CBFb RUNX1 block,Luc counter,aGal spleen mod,IMPase Li cell,LMNA splice mod,NPSR antag,Epigenetic reg
CCN(C(=O)CN(C)Cc1c(F)cccc1Cl)c1c(N)n(Cc2ccccc2)c(=O)[nH]c1=O,9%,0%,12%,-4%,-9%,-7%[46.1 µM],1.1%
CCn1c(SCC(=O)Nc2ccc3c(c2)c2ccccc2n3CC)nnc1-c1cnccn1,4%,-4%,-3%,-1%[38.3 µM],?,-15%[46.1 µM],6.4%
COc1ccc(CC(C(=O)Nc2cc(C)ccc2C)/C(N)=N/O)cc1 (centres undefined),8%,-1%,15%,-6%[38.3 µM],1%,1%[46.1 µM],-1.0%
CCOC(=O)COc1nc(-c2ccccc2)cc(-c2ccco2)c1C#N,?,·,2%,·,·,-41%,-1.1%
Cn1nnc(NC(=O)c2ccc([N+](=O)[O-])cc2Cl)n1,15%,0%,5%,-1%,·,10%,-1.0%
O=C(O)c1cc(S(=O)(=O)NCc2ccco2)c(Cl)cc1Cl,-11%,-1%,-4%,-16%[38.3 µM],0%,2%[46.1 µM],-9.8%
COc1ccc(-c2nnc(SCC(=O)Nc3ccccc3)n2C)cc1,-6%,-4%,-2%,15%[38.3 µM],?,-2%[46.1 µM],-0.9%
CC(C)(C)CN1CCNC(=O)C1CC(=O)NCCN1CCCc2ccccc21 (centres undefined),3%,·,3%,5%,·,6%,-0.1%
COc1ccc(/C=N/c2oc(-c3ccccc3)cc2C#N)cc1,4%,-3%,6%,7%,?,3%[46.1 µM],0.0%
Cc1ccc(S(=O)(=O)N(C)C)cc1NC(=S)NNC(=O)C1CC1,-28%,1%,10%,7%,-14%,16%,1.8%
CCOC(=O)CN1C(=O)NC(C)(c2ccc(OC(F)F)cc2)C1=O (centres undefined),3%,0%,-3%,-5%[38.3 µM],-5%,-19%[46.1 µM],1.6%
CC(C)c1cc(Br)ccc1OCCCN1C(=O)NC(C)(C)C1=O,-5%,3%,-7%,1%[38.3 µM],-1%,-25%[46.1 µM],0.0%
CCOC(=O)c1cc2occc2n1CC(=O)NC1CCCCC1C (centres undefined),2%,-2%,6%,-3%,5%,-8%[46.1 µM],-1.0%
O=C(CSCc1ccccn1)Nc1ccccc1,3%,-3%,-1%,-7%[38.3 µM],8%,-6%[46.1 µM],0.0%
CC(=O)N1CCC2(CCN(Cc3ccc(C#N)cc3)CC2)CC1,·,-7%,4%,10%,·,·,·
CCOC(=O)C1CCN(C(=O)COC(=O)COc2ccc(Cl)cc2)CC1,9%,1%,-3%,0%,·,-1%,-0.1%
CCCNC(=O)COC(=O)CCC(=O)c1ccc(F)cc1,0%,-4%,-1%,20%[38.3 µM],10%,-9%[46.1 µM],1.0%
C=CCn1cc(C(=O)NCc2ccc(Cl)cc2)c(=O)c2cc(S(=O)(=O)N(CC)CC)ccc21,12%,2%,-3%,8%,?,-47%,0.2%
CC(=O)N1CCOCCOCCOCC1,4%,·,-4%,·,·,-18%,-5.4%
COc1ccc2[nH]c3c(=O)n(CCCCC(=O)N4CCC(C(N)=O)CC4)c(=S)[nH]c3c2c1,1%,-4%,7%,7%[38.3 µM],?,-1%[46.1 µM],-1.1%
CCOC(=O)c1sc(NC(=O)c2cc(-c3ccccc3)nc3ccccc23)c(C#N)c1C,-3%,-1%,-1%,20%[38.3 µM],0%,3%[46.1 µM],3.8%
O=C(NC1CCCCC1)c1ccc(S(=O)(=O)N2CCOCC2)cc1,2%,-1%,7%,1%[38.3 µM],-4%,2%[46.1 µM],1.2%
O=C(CN1CCCc2ccccc21)N1CCc2ccccc21,-9%,·,3%,·,·,21%,0.1%
O=C(c1ccco1)N1CCN(C(c2ccc(F)cc2)c2nnnn2CC2CCCO2)CC1 (centres undefined),7%,0%,5%,-4%[38.3 µM],1%,-4%[46.1 µM],0.4%
CN(C)C(=O)/N=N/C(=O)N(C)C,0%,-10%,-28%,14%,0%,-3%[46.1 µM],0.0%
Cc1ccc(NC(=O)C(C)[n+]2ccccc2)cc1[N+](=O)[O-] (centres undefined),1%,-1%,4%,17%,-3%,40%,-3.2%
COc1ccc(C(=O)CSc2nnc(C(CO)NC(=O)c3ccc(OC)cc3)n2C)cc1 (centres undefined),0%,0%,1%,2%[38.3 µM],1%,-2%[46.1 µM],0.0%
COc1ccc2cc(C3C(C#N)=C(N)OC(C)=C3C(C)=O)c(Cl)nc2c1 (centres undefined),-6%,-1%,6%,13%,?,4%,11%
COc1ccc(S(=O)(=O)N[C@@H](Cc2ccc(Cl)cc2)C(=O)N2CC[C@@]3(O)CCCC[C@H]3C2)cc1,0%,1%,15%,-5%[38.3 µM],13%[0.0737 µM],-27%[46.1 µM],2.6%
COc1ccc(N2CCN(C(=O)CN(Cc3ccc(Cl)cc3)S(C)(=O)=O)CC2)cc1,0%,4%,-2%,26%[38.3 µM],?,-17%[46.1 µM],-0.8%
c1ccc2c(c1)ccc1nnc(-c3ccc4c(c3)OCO4)n12,8%,-1%,5%,25%[38.3 µM],?,1%[46.1 µM],0.0%
CCCN1CCC(NC(=O)Nc2ccccc2C(=O)OC)CC1,5%,1%,2%,23%[38.3 µM],6%,-12%[46.1 µM],-3.7%
CC1CCC(C(C)C)C(=O)/C1=C/c1ccc(N)cc1 (centres undefined),-11%,·,2%,·,·,-6%,1.1%
Brc1ccc(-c2n(-c3ccccn3)c3ccccc3[n+]2-c2ccccn2)cc1,2%,·,11%,·,·,?,-5.6%
Cc1cc(NC(=O)/C=C/c2cccc(F)c2)n(-c2nc3ccccc3[nH]2)n1,-16%,2%,1%,5%,-17%,-17%,?
NC(=O)CSc1cn(Cc2ccccc2)c2ccccc12,-8%,1%,4%,-2%,0%[9.22 µM],-2%,9.3%
Cc1cc(=O)n2[nH]c(-c3ccc(C(C)(C)C)cc3)cc2n1,4%&-7%,0%,1%&2%,51%[activator][38.3 µM],?,-1%,1.1%&0.0%
Cc1onc(-c2ccccc2Cl)c1C(=O)Nc1nnc(-c2ccc(Br)cc2)s1,8%,1%,4%,8.9µM*,?,7%[46.1 µM],-0.9%
Cc1[nH]c2ccccc2c1SCCNC(=O)c1ccc(S(=O)(=O)N2CCCC2)cc1,6%[2.36 µM],1%,2%,8%,?,7%,-1.3%
Cc1ccc(NNC(=O)c2snnc2C)cc1Cl,2%,·,0%,·,·,12%,-1.0%
COc1cc(O)c(C(CC(=O)N2CCOCC2)c2cc(OC)c(OC)c(OC)c2)c(OC)c1 (centres undefined),4%&12%,·,-2%&-1%,·,·,23%,1.3%
Cc1cc(C)n(C(=O)Cn2nc(C(F)F)cc2C)n1,2%,1%,1%,3%,-6%,21%[46.1 µM],-1.0%
COc1cccc(NC(=O)c2ncc(Cl)c(Cl)c2Cl)c1,4%,?,0%,2%,?,-26%,-0.4%
O=C(CCN1CCN(c2ccccc2)CC1)Nc1ccc(Cl)cc1,-2%,-1%,-2%,-1%,?,-11%[46.1 µM],1.9%
COc1ccc(OCCSc2n[nH]c(N)n2)cc1,-4%,-8%,-4%,12%[38.3 µM],0%,4%[46.1 µM],1.0%
CCSC1=NCN(CCCC(=O)O)CN1,10%,-2%,2%,8%[38.3 µM],6%,1%[46.1 µM],0.0%
O=C(NCc1ccccn1)C1CCC(CNS(=O)(=O)c2cccc3nsnc23)CC1 (centres undefined),-3%,·,0%,·,·,0%,-0.3%
CC(C)(C)c1nnc(N/N=C/c2cc(Br)ccc2O)n(N)c1=O,·,1%,3%,16%,?,?,0.0%
COc1cccc(Cn2nnc(C(=O)NCc3ccccc3Cl)c2N)c1,-2%,-1%,3%,-2%[38.3 µM],-9%,-20%[46.1 µM],-1.8%
CC(=O)NC1=NN(C(C)=O)C(C)(c2cccc([N+](=O)[O-])c2)S1 (centres undefined),-9%,0%,-9%,7%,?,-6%,-0.5%
O=c1[nH]c2cc3c(cc2cc1CN(CCc1ccccc1)Cc1nnnn1C1CCCC1)OCCO3,4%,-4%,10%,3%[38.3 µM],1%,-18%[7.67 µM],-2.4%
CCN(CC)CCCNC(=O)CSc1nc(-c2cccs2)cc(C(F)(F)F)n1,9%,-3%,-3%,15%,·,-16%,2.1%
O=C(CN1CCN(C(=O)c2ccco2)CC1)N1CCc2[nH]c3ccccc3c2C1,10%,·,-1%,·,·,5%,-1.3%
CCN(CC)S(=O)(=O)c1ccc2nnn(O)c2c1,1%,1%,3%,-1%,·,11%,-5.2%
CCOc1ccccc1Nc1ncccc1C(=O)O,6%,2%,1%,30%[38.3 µM],8%,-25%[46.1 µM],-1.0%
Cn1c(=O)c2c(O)cc(=O)[nH]c2n(-c2ccccc2)c1=O,3%,-3%,8%,-6%[38.3 µM],11%,4%[46.1 µM],-0.9%
CCC1=C2CC[C@H]3C(=O)N(c4ccccc4)C(=O)[C@H]3[C@H]2[C@@]2(C)C(=O)N(Cc3ccccc3)C(=O)N2C1=O,9%,-8%,2%,-6%,·,·,-1.3%
CCCc1nc(SCc2ccc(Cl)cc2Cl)n[nH]1,2%,1%,5%,24%[38.3 µM],1%,-6%[46.1 µM],-0.3%

# An excerpt. The share of hits here may be higher or lower than overall.
